Screening results deposited in PubChem BioAssay by Sanford-Burnham Center for Chemical Genomics.
Mdm2 MdmX PPI: disrupts the human Mdm2-MdmX interaction; inhibition, % at 8 µM; O15151+Q00987; 330,000 tested, 3% active; SaOS-2 split-luciferase Mdm2/MdmX complementation, luminescence;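 active = inhibition of at least 50% at 8 µM in the primary screen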
tim23-1 inh: inhibits growth of tim23-1 mutant yeast. S. cerevisiae tim23-1 growth, BacTiter-Glo luminescence, 24 h. inhibition, % at 20 µM. 330,000 tested, 1.3% active. AID 463212;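 active = growth inhibition of the mutant yeast at or above 50%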;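 also: temperature-sensitive mutant grown at 25 °C; plate controls were DMSO-treated mutant yeast for no effect and medium wells lacking yeast for full effect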
APJ ag: activates the human apelin receptor APJ; CHO-K1 APJ PathHunter beta-arrestin, luminescence; 0% DMSO wells, 100% apelin; activation, % at 20 µM; 330,000 tested, 0.11% active;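 active = activation more than six SD over the plate average, tested at 20 µM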;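 also: 0% = DMSO alone and 100% = apelin-13 at 10 nM; some results filed as inactive read as strong as hits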
Target sequence (P35414 whole entry, looked up): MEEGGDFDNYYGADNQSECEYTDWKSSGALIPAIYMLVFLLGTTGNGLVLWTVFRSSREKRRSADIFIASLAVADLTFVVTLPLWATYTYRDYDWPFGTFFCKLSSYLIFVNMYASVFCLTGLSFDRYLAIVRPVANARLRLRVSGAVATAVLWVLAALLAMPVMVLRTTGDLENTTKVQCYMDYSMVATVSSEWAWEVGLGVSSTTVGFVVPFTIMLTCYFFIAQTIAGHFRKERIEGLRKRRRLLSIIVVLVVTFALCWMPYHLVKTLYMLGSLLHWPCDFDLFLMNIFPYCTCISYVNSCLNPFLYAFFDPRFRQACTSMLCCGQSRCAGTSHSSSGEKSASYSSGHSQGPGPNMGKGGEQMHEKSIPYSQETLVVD
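Material: engineered CHO-K1 APJ arrestin reporter cells; amount: 1000 CHO-K1 reporter cells seeded per well; incubation: compound stimulation 90 min at 25 °C, detection 60 min; signal: luminescent beta-gal fragment complementation, chemiluminescent substrate; read-out basis: APJ agonist activity; controls: DMSO-only wells as negative, 10 nM Apelin-13 as positive control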
CHOP UPR activ: activators of apoptotic arm of unfolded protein response (CHOP); CHO-CHOP luciferase reporter, UPR activation, luminescence; percent of tunicamycin response over DMSO baseline; activation, % at 10 µM; 330,000 tested, 0.34% active; AID 449763;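 active = at 10 µM dose, activation of 40% or more, normalized to positive control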;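 also: 100% = tunicamycin at 10 µg/mL and 0% = DMSO alone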
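measured by = luciferase luminescence | assay system = CHO-CHOP cells, stable luciferase reporter of PERK-eIF2a-CHOP signalling | amount = 500 reporter cells seeded per well | timing = 6 h compound exposure at 37 °C after overnight seeding | controls = positive tunicamycin 10 µg/mL, negative DMSO alone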
tim10-1 inh: tim10-1 yeast growth inhibition; S. cerevisiae tim10-1 ts strain growth, BacTiter-Glo, 24 h; inhibition, % at 20 µM; 330,000 tested, 2.2% active; AID 463190;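 active = inhibition of at least 40%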;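 also: mutant grown at 25 °C; 0% = DMSO wells with yeast and 100% = wells holding no yeast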
APJ antag: APJ receptor antagonism | P35414 | CHO-K1 APJ beta-arrestin complementation, luminescence | inhibition, % at 20 µM | 330,000 tested, 0.32% active | AID 2521;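 active = inhibition above about 40% at 20 µM, limit read from the data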;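 also: cells challenged with 10 nM apelin-13 agonist together with compound; plate controls were apelin-13 plus DMSO wells for no effect and DMSO wells lacking apelin-13 for full effect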
TIM10 inh: growth inhibitors of TIM10 yeast strain; AID 463195; 330,000 tested, 1.4% active; S. cerevisiae TIM10 strain growth, BacTiter-Glo luminescence, 24 h; inhibition, % at 10 µM;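 active = inhibition of 40% or more at the single tested concentration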;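 also: wild-type TIM10 isogenic control strain grown at permissive 25 °C; 0% = DMSO yeast wells and 100% = minimal medium wells without yeast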
CXCR6 inh: inhibitors of human CXCR6 receptor; inhibition, % at 20 µM; 360,000 tested, 0.36% active; O00574; AID 602244; CHO-K1 PathHunter CXCR6 beta-arrestin, luminescence; in the data active = inhibition above about 34%, passing the limit was not always enough;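 also: antagonist mode with CXCL16 agonist at 10 nM final; 0% = 10 nM CXCL16 with DMSO and 100% = unstimulated wells without agonist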
Target sequence (O00574 whole entry, looked up): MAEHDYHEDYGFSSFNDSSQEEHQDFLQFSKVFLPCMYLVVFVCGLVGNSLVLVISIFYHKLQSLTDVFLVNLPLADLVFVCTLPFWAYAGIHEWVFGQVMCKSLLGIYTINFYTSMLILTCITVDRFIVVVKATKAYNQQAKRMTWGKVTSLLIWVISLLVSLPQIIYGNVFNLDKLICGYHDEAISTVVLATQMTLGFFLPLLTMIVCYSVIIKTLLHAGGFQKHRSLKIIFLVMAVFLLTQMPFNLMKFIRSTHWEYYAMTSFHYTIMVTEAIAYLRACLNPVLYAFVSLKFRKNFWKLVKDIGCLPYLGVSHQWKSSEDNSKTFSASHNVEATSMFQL
UPR XBP1 act: adaptive UPR (XBP1) activation; CHO-XBP1 luciferase reporter, IRE1-XBP1 UPR activation, luminescence; percent of tunicamycin response, DMSO as zero; activation, % at 20 µM; 330,000 tested, 0.33% active; AID 463104;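 active = versus positive control, 20 µM dose yields 30% or more activation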;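 also: 100% = tunicamycin at 10 µg/mL and 0% = DMSO only wells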
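Signal: luciferase luminescence; Assay system: CHO-XBP1 luciferase reporter cells; Amount: one thousand reporter cells per well; Dosing: 20 µM single concentration, DMSO 1%; Benchmarks: high control tunicamycin 10 µg/mL final, low control DMSO vehicle only; Schedule: 6 h compound exposure at 37 °C, 5% CO2; Evaluation: percent activation relative to tunicamycin reference.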
* marks the source's active call; other numbers are inactive results; x = no result given. The list is partial; count on the stated rates, not on these rows.

SMILES	Mdm2 MdmX PPI	tim23-1 inh	APJ ag	CHOP UPR activ	tim10-1 inh	APJ antag	TIM10 inh	CXCR6 inh	UPR XBP1 act
CC/C(=N\NC(=O)C1CCCC1)c1ccc(Br)cc1	14	8	-3	1.0	1	6	4	2	-3
COc1cccc(OC)c1OCCNC(C)(C)C	-12	11	2	-0.6	22	16	-6	-7	-1
CCOC(=O)NCCc1c(C)nc2c(c(C)nn2C(C)(C)C)c1C	10	11	-4	1.1	22	5	33	1	-1
Cc1ccc(/C=C2\SC(=S)N(NS(=O)(=O)c3ccc(C)cc3)C2=O)cc1	11	18	-4	0.5	20	4	13	5	-2
Cc1cc(C)n(-c2ccc(C(=O)NCC(=O)Nc3cc(Cl)ccc3Cl)cc2)n1	-1	23	1	1.2	3	9	1	-10	-4
O=C(CSc1ccccc1F)Nc1ccc2c(c1)OCO2	-8	14	-6	5.5	-14	-4	-3	-2	4
Cc1ccc(C2OCC3(CO2)COC(c2ccc(C)cc2)OC3)cc1 (stereo not drawn)	6	-14	-3	-2.2	-3	-4	-14	1	-2
CCOC(=O)/C(C(C)=O)=C1/OC(=O)c2ccccc21	26	-6	-3	-1.4	-4	-1	8	12	-4
Cc1cc(NC(=O)c2cc(Cl)ccc2Cl)no1	14	-26	2	2.9	-25	11	-10	1	-2
COc1ccc(CCNS(=O)(=O)c2cc3c4c(c2)C(C)C(=O)N4CCC3)cc1OC (stereo not drawn)	14	-12	2	0.6	1	20	-3	-2	-4
CCCCC[C@H](O)/C=C/[C@H]1[C@H](O)CC(=O)[C@@H]1CCCCCCC(=O)O	22	11	0	-0.2	6	-7	10	x	2
CS(=O)(=O)N(CC(=O)NCCSCc1ccccc1)c1ccc2c(c1)OCO2	0	12	1	-0.5	14	11	5	-1	-3
Cc1oc(/N=C/c2cccc3ccccc23)c(C#N)c1C	7	30	0	-0.1	17	-41	17	-5	-2
COc1cc2nc(N3CCN(C(=O)OCc4ccccc4)[C@H](C(=O)NC(C)(C)C)C3)nc(N)c2cc1OC	39	11	-1	-2.1	10	12	-2	12	-3
O=C(NNC(=O)C1CCN(Cc2cccc(F)c2)CC1)c1cccs1	2	-13	-3	-1.5	-16	11	-5	0	1
COc1ccc(NC(=O)c2cc(C)n(Cc3cccs3)c2C)cc1	-102	17	2	4.2	10	1	12	2	0
COC(=O)C(CC(=O)c1ccc(C)cc1)n1cccn1 (stereo not drawn)	-9	-4	-1	3.1	12	6	0	0	2
O=C(O)C1CSC2(c3ccc4c(c3)OCCO4)CCC(=O)N12 (stereo not drawn)	-44	14	3	-1.7	13	1	6	2	-2
COc1cc(SC)ccc1C(=O)Nc1ccc2ncccc2c1	-67	47	-3	2.7	-42	16	1	5	-5
COc1cc(NC(=O)c2ccccc2F)ccc1NC(=O)c1ccccc1Cl	7	7	3	1.5	5	8	4	2	5
CCOC(=O)c1ccc2c(c1)N(CC#N)C(=O)C(C)(C)O2	1	12	-4	2.2	14	-5	18	-1	0
Cc1cc(C(C)(C)C)cc(C)c1S(=O)(=O)N1CCN(C(=O)c2cc([N+](=O)[O-])c[nH]c2=O)CC1	13	13	0	3.2	-3	31	15	3	-1
O=[N+]([O-])c1cc([N+](=O)[O-])c(Oc2ccc(Br)cc2Br)cc1NN1CCCCC1	8	6	2	-2.1	-14	10	7	12	3
COc1cc2c(cc1NC(=O)c1cccnc1)CCCC2	20	21	5	0.4	12	-10	-16	-2	1
O=C(CN1C2=NCCCN2c2ccccc21)c1cccs1	0	10	-1	-0.1	1	26	0	-3	-3
Cc1ccccc1/C=C1\Oc2ccccc2C1=O	-5	54*	1	2.0	18	-19	34	-4	4
Cc1cc(NC(=O)c2ocnc2C)no1	6	4	-5	5.5	-1	8	-4	-7	0
N#Cc1ccc(Cn2c(-c3ccc(F)cc3)noc2=O)cc1	9	7	1	-2.8	14	-40	0	5	-4
COc1cccc(C(=O)N2CCOCC2)c1	-2	-5	-2	1.2	10	-1	24	-9	-3
COc1cc(/C=C/CO)cc(OC)c1OC/C=C(\C)CCC=C(C)C	-32	18	-2	-4.4	27	-66	2	-2	2
N#CCCN(Cc1ccccc1)C(=S)NC(=O)c1ccccc1	-27	33	-5	1.2	40*	17	38	16	3
O=C(CN1c2cccc3cccc(c23)S1(=O)=O)NC1CCCCC1	7	31	-1	-0.2	5	-2	10	-5	0
O=C(CSc1n[nH]c(-c2ccccc2O)n1)NC1CCCCC1	17	2	-3	0.0	6	1	-13	-8	0
CC1=NOC(=O)/C1=C/c1ccc(O)c(Cl)c1	-7	12	-4	6.7	5	25	10	17	11
CC1=NN(C(=O)CSCc2ccccc2)C(O)(c2ccc(Cl)cc2)C1 (stereo not drawn)	8	29	-3	-1.6	-40	10	-19	1	-1
COc1ccc(OC)c(-c2csc(N(CC3CCCO3)C(=O)Cc3ccccc3)n2)c1 (stereo not drawn)	29	21	-4	-0.5	4	2	21	-13	-3

The closing 3 entries of the part before lead into the next.
SMILES	Mdm2 MdmX PPI	tim23-1 inh	APJ ag	CHOP UPR activ	tim10-1 inh	APJ antag	TIM10 inh	CXCR6 inh	UPR XBP1 act
CC1=NOC(=O)/C1=C/c1ccc(O)c(Cl)c1	-7	12	-4	6.7	5	25	10	17	11
CC1=NN(C(=O)CSCc2ccccc2)C(O)(c2ccc(Cl)cc2)C1 (stereo not drawn)	8	29	-3	-1.6	-40	10	-19	1	-1
COc1ccc(OC)c(-c2csc(N(CC3CCCO3)C(=O)Cc3ccccc3)n2)c1 (stereo not drawn)	29	21	-4	-0.5	4	2	21	-13	-3
Cc1ccc(/C=N/N2CCN(C3c4ccccc4-c4ccccc43)CC2)s1	20	-10	-3	0.8	6	22	-2	-2	-4
COc1ccc([C@H]2CC(=O)c3c(O)cc(O)cc3O2)cc1O	-11	19	2	2.8	-3	20	13	-5	4
CC(/C=N/NC(=O)CN1CCN(Cc2ccc(Cl)cc2)CC1)=C\c1ccco1	15	16	-2	3.0	12	-3	5	2	-2
O=C(COc1ccc(Cl)cc1[N+](=O)[O-])N/N=C/c1cccs1	-4	20	0	1.6	-6	-26	16	2	1
CCOC(=O)N1CCN=C1SCc1ccc(Cl)c(Cl)c1	-27	25	0	0.5	20	8	15	2	3
CC(C)OC(=O)c1cccnc1SCc1cc(=O)n2ccccc2n1	13	65*	-6	-0.7	28	14	8	6	1
O=C(CCC(=O)N1CCOc2ccccc21)NCCc1ccccc1	19	0	-2	1.6	-9	10	-4	2	-1
CC(OC(=O)c1ccc(-n2cnnn2)cc1)C(=O)N(C)c1ccccc1 (stereo not drawn)	14	9	0	-1.5	5	17	-1	-5	1
Oc1ccc(-c2c(-c3ccsc3)sc3ccccc23)cc1	-1	41	6	-0.2	30	-26	48*	-7	4
CC(C)=CCN1CCN(Cc2cn(C(C)C)c3ccccc23)CC1CCO (stereo not drawn)	8	7	0	-2.6	13	12	1	-10	-2
NC(=O)C1CCN(c2nc(-c3ccc(F)cc3)cs2)CC1	-24	5	-2	-0.3	1	-7	5	3	0
C[C@H]1CC[C@]2(O[C@@H](CCO)C[C@@H](O)[C@@H]2O)O1	-19	23	6	-0.6	1	17	8	0	-1
COc1ccc(NC(=O)CN2C(=O)CSC(C)C2=O)c(OC)c1 (stereo not drawn)	7	-8	-3	1.6	13	12	10	5	-1
CC(C#Cc1c([C@@H](C)Oc2ccccc2)nnn1Cc1ccccc1)Oc1ccccc1 (stereo partly drawn)	-8	24	-6	-0.9	22	17	15	7	-4
FC(F)(F)c1cc(Cl)c2nnc(C(F)(F)Cl)n2c1	5	5	-2	-0.4	-4	10	4	-4	-2
Cn1nccc1C(=O)N1CCc2c([nH]c3ccccc23)C1c1ccc(F)cc1 (stereo not drawn)	23	19	3	1.6	9	0	-12	-8	-1
Nc1nc[nH]c(=O)c1N=Cc1ccccc1	18	14	-1	-1.2	7	-4	-1	-1	1
COc1cc(C)c(NC(=O)C2CCN(S(=O)(=O)c3cccs3)CC2)cc1OC	3	0	1	-2.3	-18	16	7	0	-1
CCOc1ccc(NC(=O)CN2C(=O)COc3ccc(Cl)cc32)cc1	-2	-6	-1	-0.2	-13	8	-20	-3	2
CC(C)NC(=O)CSc1nnc(C2CC2)n1-c1ccccc1	-2	12	-1	2.3	3	8	3	3	0
COc1cccc(Cn2c(=O)c3ccccc3n3nc(C)cc23)c1	18	32	-1	-0.5	9	2	-5	0	0
Cc1nn(CCO)c2nc(-c3cccs3)cc(C(F)(F)F)c12	17	33	-1	0.8	22	-29	4	-10	5
Cc1cc(OC(C)C(=O)N2C[C@H]3C[C@@H](C2)c2cccc(=O)n2C3)c2c(C)c(C)c(=O)oc2c1 (stereo partly drawn)	-2	18	-4	0.6	19	3	7	2	-1
Cc1cccnc1Nc1nc(-c2ccccc2)cs1	-219	50	0	4.8	8	7	1	-19	-4
O=C(O)CCCC(=O)NNC(=O)c1cccc(Br)c1	37	2	6	-0.2	-17	-11	-6	-3	-4
CC(=O)Nc1ccc(NC(=O)CCS(=O)(=O)c2ccc3c(c2)oc(=O)n3C)cc1	-6	-8	1	6.3	0	13	-4	-2	-2
O=C(Nc1ccccc1F)C1CCCN1S(=O)(=O)c1cccc2nsnc12 (stereo not drawn)	-15	22	5	1.5	5	5	14	-1	-2
Cc1cccc(C(=O)NC(C(=O)Nc2nc(-c3ccccn3)cs2)C(C)C)c1 (stereo not drawn)	74*	17	-2	-1.4	18	-9	6	-6	-2
OCC1CCN(Cc2nc(Cc3ccccc3Cl)no2)CC1	20	2	-1	3.4	9	-6	7	-9	2
Cc1ccc(-c2csc(Cc3nc(-c4ccc5c(c4)CCC(=O)N5)cs3)n2)cc1	19	-2	3	2.3	-11	-6	-3	-16	3
Cc1cc(Cl)c(OCCOCCN2CCN(C)CC2)c(Br)c1	14	-5	1	0.6	-32	20	-19	4	-3
CN(C(=O)COC(=O)c1ccccc1C(=O)N1CCN(c2ccccc2)CC1)c1ccccc1	18	10	-2	-0.2	30	-30	-4	14	-2
C/C(CC(=O)Nc1c(C)cc(C)cc1C)=N\NC(=O)c1cnccn1	-18	18	-2	-2.1	7	1	17	-3	-3
CCCOc1ccc(/C(O)=C2/C(=O)C(=O)N(CCN(C)C)C2c2ccc(OC)c(OC)c2)cc1 (stereo not drawn)	13	3	-2	-0.4	18	19	-1	4	-1
N#Cc1cc2c([nH]c1=O)CCCC2	-5	6	-4	0.0	-15	-4	6	5	-3
Cc1ccc(S(=O)(=O)N2CCN(C(=O)c3cc4c(C)nn(-c5ccccc5)c4s3)CC2)cc1	32	21	-4	-1.4	27	-2	10	-1	-1
COc1cc(NS(=O)(=O)c2ccccc2)ccc1-n1nc(C)cc1C	-13	-5	0	-1.5	8	2	-12	-7	0
